# Compound activity from PubChem.
# ARNT TACC3 PPI – disruptors of human ARNT/TACC3 interaction. Q9Y6A5. AlphaScreen His-ARNT PAS-B/GST-TACC3 binding, luminescence; TACC3 fragment carries E629A point mutation. inhibition, % at 9.99 µM. 390,000 compounds, 0.66% hits;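 active means mean inhibition of replicates at least 50% and at least half of replicates each reaching 50%; inconclusive means half or more replicates reach 50% but mean below 50%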;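 further: 0% = complete ARNT plus TACC3 wells and 100% = ARNT alone without TACC3; many hits fall short of the cut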
# Xi reactivation – reactivates the inactive X chromosome in mouse fibroblasts; 360,000 compounds, 0.055% hits; activation, % at 7.58 µM; XiGFP mouse fibroblasts, % GFP-positive cells imaging, 3 d; cells co-treated with 5-aza-dC sensitizer; scaled so ellipticine positive control = 100%;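 active means mean normalized replicate activation at least 10% and every replicate at or above 10%; inconclusive means only one of the two criteria met; inactive means mean below 10% and not all replicates reach 10%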;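 further: 0% = median of on-plate neutral control wells and 100% = ellipticine 6 µM median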
#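 System: 68-5-11 XiGFP fibroblast line; Timing: 3 days compound exposure; Compound dosing: one concentration, pinned; Benchmarks: positive control ellipticine, 6 µM final; Buffer or medium: DMEM containing 5-aza-dC.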
# ERp5 block – inhibitors of human ERp5; Q15084; ERp5 insulin aggregation, absorbance 650 nm, 90 min; inhibition, % at 9.99 µM; 350,000 compounds, 0.05% hits; AID 651711;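 active means mean replicate inhibition above about 25%, with every replicate also reaching it, limit read from the data, passing the limit was not always enough; inconclusive means only one of those two criteria met; inactive means neither criterion met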
# Target sequence (Q15084 whole entry, looked up): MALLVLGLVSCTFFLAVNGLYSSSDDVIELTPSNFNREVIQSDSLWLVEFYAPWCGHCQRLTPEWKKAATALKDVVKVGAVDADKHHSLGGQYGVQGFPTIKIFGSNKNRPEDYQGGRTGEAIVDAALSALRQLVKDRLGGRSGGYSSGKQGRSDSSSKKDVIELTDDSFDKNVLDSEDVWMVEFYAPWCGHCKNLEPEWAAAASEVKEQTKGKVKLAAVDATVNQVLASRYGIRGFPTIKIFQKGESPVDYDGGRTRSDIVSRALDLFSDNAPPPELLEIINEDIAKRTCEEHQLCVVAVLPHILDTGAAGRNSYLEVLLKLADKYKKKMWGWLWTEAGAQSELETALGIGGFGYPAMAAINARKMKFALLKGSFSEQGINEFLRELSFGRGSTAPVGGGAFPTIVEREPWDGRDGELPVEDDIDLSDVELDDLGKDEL
# CFTR F508del cor – correctors of CFTR F508del function in bronchial epithelial cells; CFBE cells, YFP halide quenching; stimulated with forskolin plus potentiator P3; % fluorescence drop versus neutral controls; activity (quench increase), % at 7.58 µM; 350,000 compounds, 0.36% hits; AID 720511;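 active means mean added fluorescence quench of at least 8% versus neutral control, with both replicates also reaching 8%; inconclusive means only one of the mean or replicate conditions met; inactive means mean below 8% and not both replicates reaching 8%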;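 further: cells transiently co-express mutant CFTR-F508del with the halide-sensitive YFP; corrector assay measuring rescue of mutant channel to the surface after 24 h compound exposure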
# EWS-Fli block – EWS/Fli transcriptional activity inhibition. A673 NR0B1-luciferase reporter, viability-normalised. inhibition, % at 12.6 µM. 350,000 compounds, 0.67% hits. AID 651661;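 active means mean inhibition of at least 50% after viability correction, with every replicate also passing that limit; inconclusive means mean reaches 50% but only one of two replicates passes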;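 further: firefly luciferase signal divided by Alamar Blue viability fluorescence both relative to DMSO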
# GSIS activator – primary screen for activators of insulin secretion dependent on glucose, INS-1E cells, GLuc reporter luminescence. AID 743287. 370,000 compounds, 0.61% hits. activation, % at 16.6 µM. INS-1E GLuc reporter insulin secretion, 2-3 h;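 active means lowest replicate activation of at least 40%, so every replicate reaches that level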;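 further: 0% = median of neutral control wells and 100% = median of IBMX positive control wells; some compounds called inactive have numbers as strong as hits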
# DENV2 CPE rescue – inhibitors of DENV2 cytopathic effect; 350,000 compounds, 1.7% hits; AID 651640; DENV2-infected cells, cytopathic effect rescue, plate reader; CPE inhibition, % at 9.99 µM; in the data active means CPE inhibition above about 20%, passing the limit was not always enough; inconclusive means no clear call, values can overlap the other calls; tested in BHK-21 cells;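 further: 0% = median of neutral control wells and 100% = median of positive control wells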
# PAX8 inh HTS – PAX8 transcriptional activity inhibition; RMG-I TPO-luciferase reporter, SteadyGlo, 24 h; inhibition, % at 12.6 µM; 360,000 compounds, 1.2% hits; AID 652154;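 active means mean replicate inhibition at least 60% with every replicate also reaching 60%; inconclusive means only one of the two criteria is met; inactive means mean below 60% and not all replicates reaching 60%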;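 further: luciferase light reporting Pax8 driven TPO promoter activity; plate controls were median of neutral control wells for no effect and mitoxantrone controls for full effect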
# Numbers without * were called inactive; ? = inconclusive; nt = not tested or not shown; & = joins results of further samples. Not all compounds are listed; rates above refer to the full screens.
# Below each compound: ARNT TACC3 PPI	Xi reactivation	ERp5 block	CFTR F508del cor	EWS-Fli block	GSIS activator	DENV2 CPE rescue	PAX8 inh HTS
- O=C(O)C1C2CCC(O2)C1C(=O)Nc1ccc(F)c(F)c1 (centres undefined)
 : -6	0.1	0	0.7	3	-16	-3	6
- CCC(=O)c1ccc(OC)c(OC)c1
 : -13	nt	-2	-1.9	-1	-1	-20	nt
- Cc1nonc1OCCNc1ccc([N+](=O)[O-])c2cccnc12
 : 2	0.0	nt	nt	nt	-11	nt	-10
- O=C(Cc1ccccn1)N1CCCCN2[C@H](C1)[C@@H](c1ccc(-c3ccc(F)cc3)cc1)[C@@H]2CO
 : -3	0.6	0	1.4	2	-15	-2	-14
- OCC1CO1 (centres undefined)
 : nt	nt	7	-5.8	5	8	-19	nt
- O=C1Nc2ccc(Br)cc2C(c2ccccc2)=NC1O (centres undefined)
 : -3	0.2	1	0.1	-6	22	2	7
- CC1CN=C(NCc2ccccc2Cl)S1 (centres undefined)
 : -13	0.0	-2	0.0	-22	3	2	-27
- COc1ccc(CN2Cc3cnnn3-c3ccccc3C2c2ccccc2)cc1 (centres undefined)
 : 5	0.0	3	-1.1	30	-15	?	32
- O=C(O)[C@H]1[C@H](CO)[C@H]2Cn3c(ccc(-c4ccc(F)cc4)c3=O)[C@@H]1N2CC1CCCCC1
 : 1	0.4	1	nt	-3	1	1	-10
- CC(C)c1ccc(N=Cc2c(O)n(C3CC3)c(=S)[nH]c2=O)cc1
 : -2	0.0	nt	1.5	-13	nt	-5	-1
- CN1CCCC1c1ccc(=O)[nH]c1 (centres undefined)
 : -3	0.3	1	-0.2	-5	12	0	nt
- COc1ccccc1Cn1c(SCC#N)nc2cc(C(=O)N3CCC4(CC3)OCCO4)ccc2c1=O
 : -11	0.0	-3	0.4	12	25	-2	4
- CCC1([N+](=O)[O-])COP(N)(=O)OC1 (centres undefined)
 : -4	0.2	2	-2.8	1	19	3	-3
- S=C(NCCc1ccccc1)N1Cc2ccccc2-n2nncc2C1
 : nt	-0.1	-7	2.9	9	-1	15	28
- O=C(N/N=C/c1c(O)n(-c2ccccc2)c(=S)[nH]c1=O)c1ccccc1
 : 64*	0.3	-1	-1.4	0	-7	3	-9
- Cc1cccc(NP(=O)(Oc2ccccc2)Oc2ccccc2)c1C
 : -36	0.0	3	2.4	11	15	-4	-10
- CCN1C[C@]2(COC)CC[C@H](O)[C@@]34C5C[C@@H]6[C@@H](OC)C[C@@](O)(C5[C@H]6O)[C@](O)([C@@H](OC)C23)[C@@H]14 (some centres undefined)
 : -4	nt	1	-0.1	-2	1	-5	nt
- Cc1ccc(-c2nc(N3CCOCC3)s[n+]2-c2ccccc2)cc1
 : 0	-0.1	nt	nt	nt	12	nt	-107
- Cc1ccc2nc(-c3ccc(CN4CCC(n5c(=O)[nH]c6cc(Cl)ccc65)CC4)cc3)c(-c3ccccc3)nc2c1
 : nt	0.0	-2	0.7	-1	-39	52*	18
- O=C(O)C[C@H]1CC[C@@H]2NC[C@H](O)COC[C@H]2O1
 : 0	0.2	-1	-3.2	7	2	-6	1
- CN1CCN(C(=S)SCC(=O)Nc2ccc(Cl)cc2C(=O)c2ccccc2)CC1
 : 14	0.0	nt	nt	nt	-34	nt	-3
- CCCCn1c(=O)c(C(=O)Nc2cccc(C)c2)c(O)c2ccccc21
 : 0	0.0	2	0.3	-3	9	-8	7
- COC(=O)C1=C(c2ccc(F)cc2OCc2ccccc2)C[C@@H]2CC[C@H]1N2C(=O)NC1Cc2ccccc2C1
 : 4	0.0	0	-2.4	10	-25	?	89*
- Cc1nn(Cc2ccccc2)c(Cl)c1C(=O)OCC(=O)Nc1cccc2ccccc12
 : -9	0.0	8	3.3	15	-1	5	1
- CCOC(=O)[C@]12Cc3ccccc3[C@H]1N(Cc1ccccc1)C(=O)c1cc(F)c(F)cc12
 : nt	0.0	-3	-2.8	13	-27	10	16
- C[C@@H]1CC[C@H]2[C@@H](C)C(=O)O[C@@H]3O[C@@]4(C)CC[C@@H]1[C@]32OO4
 : -15	nt	5	-3.0	9	8	-4	nt
- O=C(Cc1ccccc1)N1CCN(Cc2cccc(Br)c2)CC1
 : -3	-0.1	-9	-0.3	3	-10	6	-7
- CCOC(=O)C1(CCc2ccccc2)CCN(C2CCSCC2)CC1
 : 1	0.0	2	2.4	-3	10	16	7
- Cc1cc(=O)oc2cc(OCC(=O)N3CCN(Cc4ccc5c(c4)OCO5)CC3)ccc12
 : nt	0.0	10	-0.6	-2	7	0	6
- Cc1ccc(OC(=O)N(C)C[C@H]2OCc3cnnn3CCCC(=O)N([C@@H](C)CO)C[C@H]2C)cc1
 : -1&-5	0.1&-0.6	-2&-5&-1	-1.1&0.6&-2.1	-12&7&-3	2&-6	?	8&-4

# Record cards (already shown):
# CN1CCCC1c1ccc(=O)[nH]c1 (centres undefined) in the list: ARNT TACC3 PPI: -3; Xi reactivation: 0.3; ERp5 block: 1; CFTR F508del cor: -0.2; EWS-Fli block: -5; GSIS activator: 12; DENV2 CPE rescue: 0; PAX8 inh HTS: nt
# CCOC(=O)[C@]12Cc3ccccc3[C@H]1N(Cc1ccccc1)C(=O)c1cc(F)c(F)cc12 in the list: ARNT TACC3 PPI: nt; Xi reactivation: 0.0; ERp5 block: -3; CFTR F508del cor: -2.8; EWS-Fli block: 13; GSIS activator: -27; DENV2 CPE rescue: 10; PAX8 inh HTS: 16

# Returning to the listing; the 2 compounds before the break are reprinted first.
# Below each compound: ARNT TACC3 PPI	Xi reactivation	ERp5 block	CFTR F508del cor	EWS-Fli block	GSIS activator	DENV2 CPE rescue	PAX8 inh HTS
- Cc1cc(=O)oc2cc(OCC(=O)N3CCN(Cc4ccc5c(c4)OCO5)CC3)ccc12
 : nt	0.0	10	-0.6	-2	7	0	6
- Cc1ccc(OC(=O)N(C)C[C@H]2OCc3cnnn3CCCC(=O)N([C@@H](C)CO)C[C@H]2C)cc1
 : -1&-5	0.1&-0.6	-2&-5&-1	-1.1&0.6&-2.1	-12&7&-3	2&-6	?	8&-4
- COc1ccc(F)cc1C(=O)C1CCCN(Cc2cnc(C)s2)C1 (centres undefined)
 : 9	0.0	0	3.5	13	-1	-9	5
- C/C=C/c1ccc(C2[C@@H]3CN(Cc4cncnc4)C[C@H]2N3)cc1 (some centres undefined)
 : nt	0.1	nt	2.4	-14	5	4	-6
- Nc1c(C(=O)NCCN2CCOCC2)c2nc3ccccc3nc2n1Cc1ccccc1
 : -21	0.0	-3	2.1	15	-3	2	18
- C=CCn1c(O)c(/C=N/NC(=O)CCCC)c(=O)[nH]c1=S
 : 69*	0.0	1	-0.2	7	7	-6	-7
- CCCCCCn1c(=O)c(C(=O)Nc2nc(CC(=O)OCC)cs2)c(O)c2ccccc21
 : -10	0.0	2	-2.3	0	11	-5	-17
- COC(=O)c1ccc(N2CCN(C)CC2)c([N+](=O)[O-])c1
 : -4	0.0	2	-0.5	3	-5	-5	-2
- Cc1ccc(OC(=O)N(C)C[C@@H]2OCc3ccccc3-c3c(n(C)c4ccccc34)C(=O)N([C@@H](C)CO)C[C@H]2C)cc1
 : nt	0.1	-2	2.2	24	12	3	98*
- CC1(C)OC(c2ccccc2)=C/C(=C/C=C2C(=O)NC(=O)NC2=O)O1
 : 2	0.1	0	14*	10	4	3	7
- CN(C)S(=O)(=O)c1cc(NC(=O)C[N+]23CCN(CC2)CC3)ccc1Cl
 : -6	0.4	4	nt	12	nt	-3	5
- Cc1cccc(OP(=O)(NCc2ccccc2)Oc2cccc(C)c2)c1
 : -3	0.1	-2	-0.4	9	-25	nt	27
- Cc1ccc(N2C(=O)NC(=O)/C(=C\c3cc(C)n(-c4cc(C(=O)O)cc(C(=O)O)c4)c3C)C2=O)cc1
 : 34	0.0	4	-1.4	-5	4	0	-30
- Cc1ccc(-[n+]2c(Cc3nn(-c4ccccc4)c(C)[n+]3-c3ccc(C)cc3)nn(-c3ccccc3)c2C)cc1
 : nt	0.0	5	0.6	-4	-4	-1	-3
- CCCCn1c(=O)c(C(=O)Nc2ccccc2N)c(O)c2ccccc21
 : 1	0.0	-1	1.3	14	4	12	18
- CCC1=Nc2cc(C(=O)N3CCC4(CC3)OCCO4)ccc2Sc2ccc(C)cc21
 : 10	0.0	1	0.3	nt	12	1	-1
- CN1C2CCC1C(C(=O)O)C(O)C2 (centres undefined)
 : -5	nt	-3	-4.7	1	20	4	nt
- CCC(=O)OC1CCC2C3CCC4CC(=O)C=CC4(C)C3CCC12C (centres undefined)
 : -8	0.1	1	-1.3	10	nt	-15	0
- C#CCOc1cc(C2C3=C(COC3=O)Nc3cc4c(cc32)OCO4)ccc1OC (centres undefined)
 : 1	0.4	-5	7.1	63*	3	7	?
- O=C(O)CN1C(=O)CN=C(c2ccccn2)c2cc(Cl)ccc21
 : 43	0.1	0	-2.0	-14	2	3	21
- O=C(CCCN1CCC2(CC1)C(=O)NCN2c1ccccc1)c1ccc(F)cc1
 : 1	1.3	-9	-6.8	11	nt	11	-12
- CCOc1ccccc1CN1C2CCC1CC(c1ccc(C)cc1)C2 (centres undefined)
 : -5	0.0	0	3.1	15	11	-2	2
- CCOC(=O)CC1c2ccccc2-n2nncc2CN1C (centres undefined)
 : -3	nt	4	-2.8	-3	13	3	-15
- O=[N+]([O-])c1ccc(O)c([N+](=O)[O-])c1
 : -3	?	1	1.9	-2	-2	10	4
- Oc1ccc(Cl)cc1
 : -1	1.0	9	0.4	-6	nt	7	-11
- O=C(Cc1ccccc1)OCc1ccccc1
 : nt	nt	0	0.1	-3	4	-12	nt
- O=C(COC(=O)Cc1ccccc1)NC(=O)NC1CCCCC1
 : 3	0.2	13	0.4	-5	-11	-3	-9

# A section from the list above:
# Below each compound: ARNT TACC3 PPI	Xi reactivation	ERp5 block	CFTR F508del cor	EWS-Fli block	GSIS activator	DENV2 CPE rescue	PAX8 inh HTS
- O=C(CCCN1CCC2(CC1)C(=O)NCN2c1ccccc1)c1ccc(F)cc1
 : 1	1.3	-9	-6.8	11	nt	11	-12
- CCOc1ccccc1CN1C2CCC1CC(c1ccc(C)cc1)C2 (centres undefined)
 : -5	0.0	0	3.1	15	11	-2	2
